Bioassay records: PubChem, Broad Institute
DENV2 CPE rescue – DENV2-induced cell death inhibition | DENV2-infected cells, cytopathic effect rescue, plate reader | CPE inhibition, % at 9.99 µM | hit rate 1.7% among 350,000; in the data active = CPE inhibition above about 20%, passing the limit was not always enough; inconclusive = no clear call, values can overlap the other calls; tested in BHK-21 cells;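 also: 0% = median of neutral control wells and 100% = median of positive control wells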
miR122 inh – inhibitors of miR-122 in Huh7 cells. Huh7 miR-122 Renilla luciferase sensor, 48 h; neutral wells = 0, positive control = 100. activation (reporter increase), % at 12.5 µM. hit rate 0.3% among 340,000. AID 602342;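 active = mean replicate activation score at least 90 and every replicate individually at or above 90; inconclusive = only one of the two criteria met; inactive = neither criterion met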;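 also: higher luciferase means less miR-122 activity so hits act as miR-122 inhibitors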
EWS-Fli inh – inhibitors of EWS/Fli oncoprotein transcriptional activity. A673 NR0B1-luciferase reporter, viability-normalised. inhibition, % at 12.6 µM. hit rate 0.67% among 350,000. AID 651661;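 active = mean inhibition of at least 50% after viability correction, with every replicate also passing that limit; inconclusive = mean reaches 50% but only one of two replicates passes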;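 also: firefly luciferase signal divided by Alamar Blue viability fluorescence both relative to DMSO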
FN deposit inh – fibronectin deposition inhibition. AH1F fibroblasts, Alexa488-fibronectin deposition fluorescence, overnight. inhibition, % at 12.6 µM. hit rate 0.086% among 350,000;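 active = mean inhibition across replicates of 30% or more, regardless of how many single replicates reach that level; inconclusive = mean under 30% yet at least half of replicates reach 30%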;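 also: positive control wells lacked labelled fibronectin entirely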
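test system = AH1F fibroblasts assembling fluorescent fibronectin matrix | quantity = 10000 AH1F cells per well | buffer or medium = DMEM plus 2% serum, read in PBS | doses = single dose, pinned | incubation = 1 h cell attachment, overnight exposure to compound and label | detection = fluorescence at 485 nm excitation, 525 nm emission | read-out basis = inhibition from reduced deposited-fibronectin fluorescence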
GSIS activator – primary screen for activators of insulin secretion dependent on glucose, INS-1E cells, GLuc reporter luminescence | INS-1E GLuc reporter insulin secretion, 2-3 h | activation, % at 16.6 µM | hit rate 0.61% among 370,000;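 active = lowest replicate activation of at least 40%, so every replicate reaches that level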;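 also: 0% = median of neutral control wells and 100% = median of IBMX positive control wells; some compounds called inactive have numbers as strong as hits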
CFTR F508del cor – CFTR F508del correction in bronchial cells; CFBE cells, YFP halide quenching; stimulated with forskolin plus potentiator P3; % fluorescence drop versus neutral controls; activity (quench increase), % at 7.58 µM; hit rate 0.36% among 350,000;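 active = mean added fluorescence quench of at least 8% versus neutral control, with both replicates also reaching 8%; inconclusive = only one of the mean or replicate conditions met; inactive = mean below 8% and not both replicates reaching 8%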;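 also: cells transiently co-express mutant CFTR-F508del with the halide-sensitive YFP; corrector assay measuring rescue of mutant channel to the surface after 24 h compound exposure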
PAX8 reporter – lowers PAX8-driven luciferase in RMG-I cells. RMG-I TPO-luciferase reporter, SteadyGlo, 24 h. inhibition, % at 12.6 µM. hit rate 1.2% among 360,000. AID 652154;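 active = mean replicate inhibition at least 60% with every replicate also reaching 60%; inconclusive = only one of the two criteria is met; inactive = mean below 60% and not all replicates reaching 60%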;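 also: luciferase light reporting Pax8 driven TPO promoter activity; plate controls were median of neutral control wells for no effect and mitoxantrone controls for full effect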
* marks the source's active call; other numbers are inactive results; ? = inconclusive; . = not tested or not shown; & = joins results of further samples; [ ] = another dose, or the depositor's remark.

Letters – A = DENV2 CPE rescue; B = miR122 inh; C = EWS-Fli inh; D = FN deposit inh; E = GSIS activator; F = CFTR F508del cor; G = PAX8 reporter
[1] CCN(CC)CCN1C(=O)C(=O)/C(=C(/O)c2ccc(S(=O)(=O)N3CCOCC3)cc2)C1c1ccc(C(C)C)cc1 (configuration not stated)
  A: 2	B: 1	C: 0	D: -4	E: 1	F: 1.4	G: -7

[2] C[C@@H](CO)NC(=O)c1ccc2c3n(nc2c1)-c1ccc(Cl)cc1CO3
  A: .	B: 4	C: -205	D: -16	E: 4	F: 3.1	G: -189

[3] Cc1ccc(-c2nc3ncccn3c2Nc2ccc3c(c2)OCCO3)o1
  A: .	B: -2	C: .	D: 1	E: .	F: .	G: 3

[4] Cc1cccc(S(=O)(=O)N2CCCCN3[C@H](C2)[C@H](c2ccc(-c4cccnc4)cc2)[C@@H]3CO)c1
  A: 11	B: 8[16.7 µM]	C: .	D: .	E: -12	F: 0.0	G: 9

[5] Cc1ccccc1-c1cnc2c(c1)C(=O)N([C@@H](C)CO)C[C@H](C)[C@@H](CN(C)Cc1cncnc1)O2
  A: -2	B: 22[16.7 µM]	C: -10	D: .	E: 6	F: -3.5	G: -26

[6] Cc1ccc(/C=C2/NC(=O)[C@H](C)NC2=O)cc1
  A: -3	B: -6	C: -3	D: -2	E: 1	F: 2.3	G: -18

[7] CSc1ncc(Sc2ccccc2)c(C(=O)O)n1
  A: 7	B: -3	C: 3	D: -4	E: .	F: -2.0	G: -7

[8] C[C@H](O)C#Cc1ccc([C@H]2[C@@H](CO)N3CCCCN(C(=O)c4ccc(F)cc4)C[C@@H]23)cc1
  A: 33*	B: -16[16.7 µM]	C: 11	D: .	E: -12	F: -2.3	G: 7

[9] CC(=O)c1c(C)[nH]c(C(=O)OCC(=O)NCCc2ccc(F)cc2)c1C
  A: .	B: 1	C: .	D: -3	E: .	F: .	G: 22

[10] Cc1ccc(CN2CCNC(=O)C2CC(=O)NCCCn2cccn2)o1 (configuration not stated)
  A: -2	B: -1	C: 5	D: .	E: -2	F: 4.8	G: 5

[11] COc1ccc(CCC(=O)Nc2ccc(N3CCOCC3)cc2)cc1
  A: .	B: -1	C: .	D: 1	E: .	F: .	G: 3

[12] CO[C@H]1CN(C)C(=O)c2ccc(NS(=O)(=O)c3ccc(Cl)cc3)cc2OC[C@H](C)N(C(=O)NC(C)C)C[C@H]1C
  A: -2	B: 4[16.7 µM]	C: 6	D: 2	E: 13	F: 0.8	G: .

[13] Cc1ccc(S(=O)(=O)Nc2ccc3c(c2)C(=O)N([C@@H](C)CO)C[C@@H](C)[C@H](CN(C)S(=O)(=O)c2ccc(Cl)cc2)OCCCC[C@@H](C)O3)cc1
  A: 83*	B: -18[16.7 µM]	C: 11	D: -1	E: -6	F: 1.0	G: 84*

[14] O=C(c1cn(-c2ccccc2)nc1-c1ccccc1)N1CCN(c2ccccn2)CC1
  A: 7	B: .	C: 11	D: 9	E: 0	F: -0.9	G: 6

[15] C[C@@H]1CCCCO[C@H](CN(C)C(=O)Nc2ccc3c(c2)OCO3)[C@H](C)CN([C@H](C)CO)C(=O)c2cc(NS(=O)(=O)c3ccccc3)ccc2O1
  A: ?	B: -2[16.7 µM]	C: -33	D: 3	E: -15	F: 1.0	G: -24

[16] C[C@H](CO)N1C[C@H](C)[C@H](CN(C)Cc2ccc(Cl)c(Cl)c2)Oc2c(NS(=O)(=O)c3cccs3)cccc2C1=O
  A: -13	B: 70[16.7 µM]	C: -10	D: .	E: 6	F: 1.3	G: 17

[17] CCCN1CCC(=O)N(CCOc2ccccc2)CC1
  A: -6	B: 4	C: -25	D: -3	E: -4	F: 1.6	G: -19

[18] Cc1nc(N2CCOCC2)nc(OCCN2CCOCC2)c1[N+](=O)[O-]
  A: 3	B: 0	C: 4	D: -4	E: 0	F: 2.4	G: 16

[19] CCCNC(=O)N(C)C[C@H]1Oc2cc(C#CC3CC3)ccc2S(=O)(=O)N([C@H](C)CO)C[C@@H]1C
  A: 5	B: 33[16.7 µM]	C: -8	D: .	E: -9	F: -3.7	G: .

[20] C[C@H]1CCC(=O)N(CCSc2ccc(Br)cc2)CC1
  A: -19	B: -2	C: -81	D: 0	E: 4	F: 1.5	G: -127

[21] CCOc1cc(-c2nnc(NC(=O)C3=COCCO3)o2)cc(OCC)c1OCC
  A: 10	B: -1	C: 14	D: -4	E: 1	F: 0.7	G: -6

[22] CC(C)(C)NCC(=O)N/N=C/c1ccc(OCc2ccccc2)cc1
  A: -1	B: .	C: -40	D: -2	E: 4	F: 0.4	G: -45

[23] Cc1ccc(OC(=O)CCC(=O)Oc2ccc(C)cc2C)c(C)c1
  A: -7	B: 0	C: 1	D: -13	E: -5	F: -4.3	G: 6

[24] C/C(=N\NC(=O)c1ccc(Cn2cc([N+](=O)[O-])cn2)o1)c1cccc(NC(=O)c2cccnc2)c1
  A: -1	B: -6	C: 5	D: 31*	E: .	F: -1.7	G: -11

[25] CCc1nc2cccnc2n1-c1ccc(CC(=O)NCCOC)cc1
  A: -1	B: 13	C: 5	D: 2	E: 10	F: -1.5	G: 2

[26] O=C(CSc1ccc(F)cc1)N1CCN(S(=O)(=O)c2ccccc2)CC1
  A: -8	B: -7	C: 2	D: 9	E: 2	F: -0.9	G: 25

[27] O=C(CSc1nnc(COc2ccc(Cl)cc2)o1)Nc1nccs1
  A: -15	B: -13	C: -2	D: 1	E: -4	F: -1.3	G: -24

[28] C[C@@H]1CN([C@@H](C)CO)C(=O)c2cccc(NC(=O)Nc3ccc(C(F)(F)F)cc3)c2O[C@@H]1CN(C)Cc1ccc(C(F)(F)F)cc1
  A: -23	B: 1[16.7 µM]	C: 8	D: .	E: -11	F: -0.4	G: 11

[29] O=C(Nc1ccc(S(=O)(=O)NCc2cccnc2)cc1)c1ccccc1Cl
  A: .	B: .	C: .	D: 0	E: -21	F: .	G: 3

[30] O=C(O)CC(c1cccc(Cl)c1)n1cccc1 (configuration not stated)
  A: .	B: 1	C: .	D: 3	E: .	F: .	G: -3

[31] COc1ccc(S(=O)(=O)N2CCOC2CNC(=O)C(=O)NCCN(C)C)cc1 (configuration not stated)
  A: -4	B: 2	C: .	D: .	E: 2	F: 1.5	G: 3

[32] O=C(NC(=S)Nc1ccc(S(=O)(=O)Nc2nccs2)cc1)c1ccccc1F
  A: 6	B: 23	C: 15	D: -3	E: 38	F: 0.2	G: 18

[33] CCCNC(=O)N1CC2(C1)[C@H](c1ccccc1)[C@H](CO)N2Cc1ccc(F)cc1
  A: 6	B: .	C: 10	D: .	E: 2	F: -1.0	G: -5

[34] COc1ccc(CNC(=O)C[C@@H]2C[C@H]3c4cc(NC(=O)C5CCC5)ccc4O[C@H]3[C@@H](CO)O2)cc1
  A: 10&6	B: -6	C: -4	D: -3&0	E: 17&1	F: -3.4&0.3	G: -4&-11

[35] Cc1ccc(Cl)c(OC(=O)Cn2cnc3c2c(=O)n(C)c(=O)n3C)c1
  A: ?	B: 3	C: -6	D: 5	E: -10	F: 0.7	G: -8

[36] CC1(C(=O)Nc2cccc3c2CCCC3)CCN1C(=O)CCC1CCCC1 (configuration not stated)
  A: 6	B: -2	C: -6	D: .	E: 21	F: 0.1	G: 21

[37] C=CC(=O)NC(NC(=O)C=C)c1ccccc1F
  A: -8	B: -5	C: 0	D: -4	E: 8	F: -0.4	G: -5

[38] COC(=O)c1c(-c2ccc(C(C)(C)C)cc2)csc1NC(=O)C1C2CCC(O2)C1C(=O)O (configuration not stated)
  A: 5	B: -3	C: -5	D: 4	E: -13	F: .	G: 8

[39] Cc1ccc(S(=O)(=O)N(C)C[C@@H]2Oc3ccc(NC(=O)Nc4ccc5c(c4)OCO5)cc3CC(=O)N([C@@H](C)CO)C[C@H]2C)cc1
  A: 2	B: -6[16.7 µM]	C: 3	D: .	E: 3	F: -3.8	G: -7

[40] C[C@@H]1CN([C@@H](C)CO)C(=O)Cc2cc(NS(=O)(=O)c3ccc(F)cc3)ccc2O[C@H]1CN(C)Cc1ccc(C(=O)O)cc1
  A: -7	B: .	C: .	D: .	E: 3	F: 1.3	G: -10

[41] O=C(c1ccc(F)cc1)C1CCN(C(=S)Nc2ccc(F)cc2)CC1
  A: -6	B: -1	C: 2	D: 2	E: -7	F: 0.3	G: 9

[42] CN(C(=O)CCN1C(=O)/C(=C/c2ccccc2F)SC1=S)C1CCS(=O)(=O)C1 (configuration not stated)
  A: 0	B: -6	C: .	D: 5	E: -7	F: -4.5	G: 74*

[43] COc1ccc(C(C)=O)cc1CSc1nncn1-c1ccccc1
  A: -5	B: .	C: -3	D: 9	E: 9	F: 1.9	G: 2

[44] Cc1cccc(-c2nsc(SCC(=O)Nc3cc(C)on3)n2)c1
  A: .	B: 4	C: .	D: 16	E: 9	F: .	G: -72

[45] O=[N+]([O-])c1cccc(S(=O)(=O)NCC2CC3CCC2C3)c1 (configuration not stated)
  A: -2	B: 32	C: 8	D: 2	E: -9	F: 1.2	G: 1

[46] COc1ccc(-n2nc(C(=O)NCC(=O)N3CCN(c4ccccc4F)CC3)c3ccccc3c2=O)cc1OC
  A: ?	B: -2	C: -81	D: 4	E: -3	F: 3.7	G: -18

[47] O=C(c1ccccc1F)N1CC(=O)N2[C@@H](CO)[C@H](c3ccc(-c4ccccc4)cc3)[C@@H]2C1
  A: -1	B: .	C: -2	D: .	E: -13	F: 2.0	G: -2

[48] Cc1cc(C)[n+](-c2ccc(Oc3ccccc3)c(S(=O)(=O)[O-])c2)[nH]1
  A: -1	B: .	C: 8	D: 10	E: -2	F: 2.7	G: 28

[49] O=S(=O)(NCC1CCC(NS(=O)(=O)c2c(F)cccc2F)CC1)c1ccc2c(c1)OCCO2 (configuration not stated)
  A: -9	B: -1	C: 3	D: 15	E: -1	F: -2.6	G: 8

[50] CSCCCN1CC[C@@H](N2CCN(c3ccccc3F)CC2)[C@H](O)C1
  A: ?	B: 3	C: 5	D: 8	E: .	F: 0.0	G: 5

Later entries
Letters – A = DENV2 CPE rescue; B = miR122 inh; C = EWS-Fli inh; D = FN deposit inh; E = GSIS activator; F = CFTR F508del cor; G = PAX8 reporter
[51] Fc1ccc(-c2[nH]ncc2CN(CC2CCC2)CC2CCCO2)c(F)c1 (configuration not stated)
  A: 4	B: 3	C: 5	D: .	E: 12	F: 3.6	G: -16

[52] CN(Cc1ccccc1)S(=O)(=O)c1ccc(N2CCOCC2)nc1
  A: 1	B: -8	C: -8	D: -4	E: 26	F: 0.1	G: -9

[53] COc1ccc(OC)c(NC(=O)COC(=O)c2cc3c(s2)CCC3)c1
  A: 13	B: .	C: -3	D: 7	E: -3	F: 1.6	G: -7

[54] O=C(Nc1ccc(Cl)cc1)C1CCCCN1S(=O)(=O)c1ccccc1 (configuration not stated)
  A: 0	B: 23	C: -6	D: -4	E: .	F: -0.9	G: 11

[55] COc1ccc(CNS(=O)(=O)c2cc3c(cc2C)N(C)CCO3)cc1
  A: 0	B: .	C: 39	D: 5	E: 21	F: 2.7	G: 22

[56] CN1C(=O)C(C)(C)c2cc(S(=O)(=O)N3CCC(C(=O)Nc4ccc(Cl)cc4)CC3)ccc21
  A: ?	B: -4	C: 17	D: 6	E: 2	F: -0.7	G: 6

[57] CCCCn1c(N)c(N(CCC(C)C)C(=O)c2[nH]c(C)c(C(=O)OCC)c2C)c(=O)[nH]c1=O
  A: -2	B: 4	C: -5	D: 0	E: -1	F: 2.2	G: 1
